# MrgX1 allo act: allosterically activates human MrgX1 receptor signaling | Q96LB2 | MrgX1-HEK293, Fluo-4 calcium flux, FDSS; active compounds read high | B-score at 10 µM | 0.63% of 310,000 active | AID 588675;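 active = plate-corrected calcium response at least 3 library SD above typical, normal starting fluorescence, not activating the receptor alone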;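 note: compound read alongside a low EC10 to EC30 dose of BAM8-22 agonist; peak minus trough fluorescence over baseline measured at the second addition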
# ANO1 block: blocks the mouse calcium-activated chloride channel TMEM16A; HEK293 TMEM16A/YFP iodide influx fluorescence, ionomycin; 1.2% of 310,000 active; normalized B-score (activity score, 25-100; higher = stronger inhibition) at 10 µM; Q8BHY3;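 active = ratio plate-corrected score three or more library SD toward inhibition, starting fluorescence score within five deviations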;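 note: score derived from kinetic fluorescence span divided by baseline fluorescence per well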
# TMEM16A act: activators or potentiators of mouse TMEM16A chloride channel. HEK293 TMEM16A/YFP-H148Q/I152L, iodide quench fluorescence; active compounds read low. AID 623877. Q8BHY3. B-score at 10 µM. 0.3% of 340,000 active;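 active = fluorescence-ratio B-score plate-corrected deviation score at least 3 library SD below zero, with starting fluorescence score within 5 deviations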;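 note: channel opened by trigger with iodide after compound preincubation; score built on the fluorescence ratio of max minus min over baseline; more negative score means more quench and so TMEM16A activation or potentiation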
# RGS4 act: potentiators or activators of RGS4. HEK293 M3R/inducible RGS4, carbachol calcium flux Fluo4; active compounds read low. B-score at 10 µM. 0.92% of 310,000 active. AID 463111;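 active = B-score of the integrated calcium signal more than 4 SD below the library mean, with starting fluorescence not abnormally high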;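 note: negative B-score means reduced calcium response which marks RGS4 activation or potentiation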
#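 test system = M3R-expressing HEK293 line, RGS4 induced by doxycycline | probe or stimulus = carbachol at ECmax as muscarinic agonist stimulus | timing = dye loading 30 min 37 °C, buffer rest 30 min RT | signal = calcium dye Fluo4 fluorescence | evaluation = B score from integrated fluorescence ratio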
# MrgX1 agonist: agonists of human MrgX1 receptor. Q96LB2. B-score at 10 µM. AID 588627. MrgX1-HEK293 cells, Fluo-4 calcium fluorescence, agonist mode; active compounds read high. 0.44% of 310,000 active;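 active = calcium response B-score plate-corrected fluorescence ratio at least 3 library SD, with starting fluorescence B-score inside 5 SD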
#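 Assay system: MrgX1-expressing HEK293 cells / Amount: fifteen thousand cells per well / Doses: test compound in the initial addition of three / Timing: cells plated overnight, dye loaded 0.5 h 37 °C, 0.5 h room temperature / Technique: kinetic calcium dye fluorescence, Fluo-4 NW / Control set: positive and negative controls per plate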
# RGS4 inh: inhibitors of human RGS4 | HEK293 M3R/RGS4 inducible, Fluo-4 calcium flux; active compounds read high; triggered by carbachol at its EC20 | B-score at 10 µM | P49798 | 0.45% of 310,000 active;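 active = B-score, a plate-corrected calcium signal, over three deviations above library mean, with baseline fluorescence within five deviations of library mean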;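 note: RGS4 expression induced by doxycycline in cells with stable M3 receptor; B-score is computed from the integrated fluorescence ratio over baseline after carbachol; higher B-score means a larger calcium signal and so more RGS4 inhibition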
# KCNK3 inh: human KCNK3 channel inhibition, primary screen; CHO-KCNK3 thallium flux, FluxOR fluorescence; active compounds read low; B-score at 10 µM; 0.84% of 340,000 active;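 active = B-score under library mean minus 4 SD, starting fluorescence ratio at most library mean plus 5 SD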;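 note: more negative B-score means stronger inhibition of thallium flux through KCNK3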
# Target sequence (O14649 whole entry, looked up): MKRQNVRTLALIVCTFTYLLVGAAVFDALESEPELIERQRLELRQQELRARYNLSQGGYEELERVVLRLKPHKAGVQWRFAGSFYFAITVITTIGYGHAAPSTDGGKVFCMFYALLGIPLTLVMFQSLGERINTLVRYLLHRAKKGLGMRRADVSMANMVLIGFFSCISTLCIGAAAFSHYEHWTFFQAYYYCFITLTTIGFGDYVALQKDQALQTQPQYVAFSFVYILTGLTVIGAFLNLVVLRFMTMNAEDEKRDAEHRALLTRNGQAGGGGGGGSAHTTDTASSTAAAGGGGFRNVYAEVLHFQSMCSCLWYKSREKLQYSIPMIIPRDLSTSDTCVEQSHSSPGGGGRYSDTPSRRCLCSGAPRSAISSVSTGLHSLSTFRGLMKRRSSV
# KCNQ1 pot: potentiators or activators of human KCNQ1 potassium channel; 0.35% of 310,000 active; P51787; AID 2648; B-score at 10 µM; CHO-K1 KCNQ1, thallium flux FluxOR fluorescence; active compounds read high;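 active = fluorescence ratio B-score, a plate-corrected score, at least three library SD, with initial intensity B-score within 5 SD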
# Target sequence (P51787 whole entry, looked up): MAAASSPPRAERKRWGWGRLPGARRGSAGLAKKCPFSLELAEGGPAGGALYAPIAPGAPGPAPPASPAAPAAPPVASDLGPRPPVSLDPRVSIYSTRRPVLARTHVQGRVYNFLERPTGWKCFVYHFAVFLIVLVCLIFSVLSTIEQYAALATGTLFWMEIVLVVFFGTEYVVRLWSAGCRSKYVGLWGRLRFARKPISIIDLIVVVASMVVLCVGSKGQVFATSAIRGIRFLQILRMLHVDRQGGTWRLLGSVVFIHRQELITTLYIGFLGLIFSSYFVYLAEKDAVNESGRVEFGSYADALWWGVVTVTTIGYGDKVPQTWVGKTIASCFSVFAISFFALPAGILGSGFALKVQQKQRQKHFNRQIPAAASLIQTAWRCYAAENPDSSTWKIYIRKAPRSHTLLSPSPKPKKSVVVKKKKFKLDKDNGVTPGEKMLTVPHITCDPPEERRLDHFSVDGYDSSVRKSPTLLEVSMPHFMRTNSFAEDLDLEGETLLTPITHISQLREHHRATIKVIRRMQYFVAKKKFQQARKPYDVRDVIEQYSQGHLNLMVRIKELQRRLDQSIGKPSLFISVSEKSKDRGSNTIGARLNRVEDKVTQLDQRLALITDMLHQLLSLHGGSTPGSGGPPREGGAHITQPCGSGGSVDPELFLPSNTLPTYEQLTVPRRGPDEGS
#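 Medium – assay buffer, equal DMSO in all wells · Material – CHO-K1 cell line with stable KCNQ1 potassium channel expression · Signal – kinetic FluxOR thallium fluorescence, 10-s 1-Hz baseline, 110-s post-stimulus read · Compound – single concentration per compound, DMSO matched to controls · Schedule – 37 °C overnight plating, 90-min dark dye load, 20-min compound pretreatment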
# KCNQ1 inh: blocks the human KCNQ1 potassium channel; P51787; B-score at 10 µM; CHO-K1 KCNQ1, FluxOR thallium flux fluorescence; active compounds read high; 1.3% of 310,000 active;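 active = compounds whose thallium flux B-score, printed positive for inhibition, exceeds three library SD while starting fluorescence stays within three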;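 note: channel opened by potassium depolarization with thallium stimulus after 20 min compound exposure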
# hERG protect: compounds protecting human hERG from proarrhythmic drug block | Q12809 | CHO-hERG, FluxOR thallium flux, dofetilide IC70 present | activation (rescue from dofetilide block), less the hit threshold, % at 10 µM | 0.51% of 310,000 active;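 active = activation above the mean of controls blocked by dofetilide plus 5 SD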;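 note: thallium influx through hERG after potassium depolarization seen as dye fluorescence rise; in these data hits start at about 4.7%; inactives centre near -7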
# KCNK9 block: blocks the human KCNK9 two-pore domain potassium channel; Q9NPC2; HEK293 KCNK9, FluxOR thallium flux fluorescence; active compounds read low; B-score at 10 µM; AID 488922; 1.2% of 310,000 active;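 active = ratio B-score over 3 SD below the library mean, with starting fluorescence within 5 SD of its mean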;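 note: negative B-score means less thallium flux so channel inhibition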
# Numbers without * were called inactive; i = inactive.
Structure,MrgX1 allo act,ANO1 block,TMEM16A act,RGS4 act,MrgX1 agonist,RGS4 inh,KCNK3 inh,KCNQ1 pot,KCNQ1 inh,hERG protect,KCNK9 block
FC(F)(F)c1nc(NCc2cccnc2)c2ccccc2n1,i,i,i,i,i,i,i,i,i,-6,i
CCNc1cc2n(c(=O)n1)CCc1cc(OC)c(OC)cc1-2,i,i,i,i,i,i,i,i,i,1,i
Cc1cccc(-c2n[nH]c(=S)n2/N=C/c2ccc(C)s2)c1,i,i,i,i,i,i,i,i,i,-4,i
Cn1c(CNC(=O)c2ccco2)nnc1SCC(=O)N1CCN(c2ccccc2)CC1,i,i,i,i,i,i,i,i,i,-2,i
O=S(=O)(NCc1ccccn1)c1ccccc1,i,i,i,i,i,i,i,i,i,-7,i
CC(=O)C1=C(C)NC(=O)NC1c1cc(Br)ccc1OCC(N)=O (centres undefined),i,i,i,i,i,i,i,i,i,-9,i
COc1ccc2nc(N3CCCC(O)C3)c(C#N)cc2c1 (centres undefined),i,i,i,i,i,i,i,i,i,-9,i
Cc1cccc(NC(=S)NC2CCN(Cc3ccccc3)CC2)c1C,i,i,i,i,i,i,i,i,i,-4,i
Cc1cccc(N2CC(O)(c3cccs3)[N+]3=C2CCCCC3)c1 (centres undefined),i,i,i,i,i,i,i,i,i,-13,i
COc1cc(Br)cc(/C=C/c2ccc3cccc(O)c3n2)c1OC,i,i,i,i,i,i,i,i,i,-8,i
CCCCCC(=O)NCc1c(C(F)(F)F)nn(C)c1N1CCOCC1,i,i,i,i,i,i,i,i,i,-6,i
CCc1nnc(NC(=O)C2CCC(CNc3c(N4CCCCC4)c(=O)c3=O)CC2)s1 (centres undefined),i,i,i,i,i,i,i,i,i,-7,i
CCN(CC)CCCNC(=O)c1cc2nc(-c3ccccc3)cc(C(F)(F)F)n2n1,i,100*,i,i,i,i,i,i,i,-5,i
NC(=O)[C@H]1CC2(CC(c3cccc(NC(=O)[C@H]4CCC(=O)N4)c3)=NO2)CN1C(=O)c1ccccc1C(=O)c1ccccc1 (some centres undefined),i,i,i,i,i,i,i,i,i,-9,i
CC(=O)NCCC(=O)Nc1cc(S(=O)(=O)N2CCOCC2)ccc1N1CCOCC1,i,i,i,i,i,i,i,i,i,-9,i
O=C(COc1ccc(F)cc1)Nc1nnc(-c2ccncc2)s1,i,i,i,i,i,i,i,i,i,-16,i
CCn1ncc(Br)c1C(=O)Nc1ccc(C(=O)OC(C)C)cc1,i,i,i,i,i,i,i,i,i,-10,i
CCN(CC(=O)N1CCCC1)S(=O)(=O)c1ccc(F)cc1,i,i,i,i,i,i,i,i,i,-1,i
COc1ccc(N2CCN(C3CC(=O)N(C)C3=O)CC2)cc1 (centres undefined),i,i,i,i,i,i,i,i,i,-8,i
CCn1c(/C=C/c2cc(Br)ccc2O)nc2ccccc2c1=O,i,i,i,i,i,i,i,i,i,-7,i
Cc1cc(C)cc(NC(=O)CCN2CC(C)OC(C)C2)c1 (centres undefined),i,i,i,i,i,i,i,i,i,1,i
CC1=Nc2ccc3ccccc3c2C1(C)C,i,i,i,i,i,i,i,i,i,-6,i
CC(NC(=O)Nc1ccc([N+](=O)[O-])cc1)C(c1ccccc1)N1CCOCC1 (centres undefined),i,i,i,i,i,i,i,i,i,-12,i
Cc1ccc(CNc2ccc(N3CCOCC3)c(Cl)c2)cc1,i,i,i,i,i,i,i,i,i,-3,i
CCOC(=O)C1CCN(C(=O)c2cc3ccccc3oc2=O)CC1,i,i,i,i,i,i,i,i,i,-10,i
Cc1ccc(CN2C(=O)c3ccccc3NC2c2cc(Br)ccc2O)cc1 (centres undefined),i,i,i,i,i,i,i,i,13*,-13,i
CCOC(=O)c1ccc(NC(=O)NC2CC3CCC(C2)N3Cc2nnnn2Cc2ccco2)cc1 (centres undefined),i,i,-47*,i,i,i,i,i,i,-10,i
O=C(COC(=O)C1CC2C=CC1C2)Nc1ccc2c(c1)OC(F)(F)O2 (centres undefined),i,i,i,i,i,i,i,i,i,-18,i
CC1(C)Cc2c(sc(NC(=O)/C=C/C(=O)O)c2C#N)CO1,i,i,i,i,i,i,i,i,i,-8,i
COc1cccc(CC(=O)OCC(=O)NCC(=O)Nc2cccc(C)c2C)c1,i,i,i,i,i,i,i,i,i,-8,i
O=C(COC(=O)c1cccc([N+](=O)[O-])c1)NCC1CCCO1 (centres undefined),i,i,i,i,i,i,i,i,i,-5,i
CCCOc1ccccc1Nc1nnc(C)c(=O)[nH]1,i,i,i,i,i,i,i,i,i,-6,i
CCN(CC)C(=O)Cn1cc(SCC(=O)NC)c2ccccc21,i,i,i,i,i,i,i,i,i,-4,i
CN1CCN(c2ncnc3scc(-c4ccccc4Cl)c23)CC1,i,i,i,i,i,i,i,i,i,-2,i
CCCCCNC(=O)CN(c1ccc2c(c1)OCO2)S(C)(=O)=O,i,i,i,i,i,i,i,i,i,-8,i
Cc1c(C(=O)N2CCOCC2)[nH]c2ccc(OCc3ccccc3)cc12,i,i,i,i,i,i,i,i,i,-17,i
COc1ccc(CCNc2oc(Cc3cccc4ccccc34)nc2C#N)cc1OC,i,i,i,i,i,i,i,i,i,-2,-8.2*
Cc1ccc(O)c(-c2cc(C(F)(F)C(F)F)nc(-c3ccccc3)n2)c1,i,i,i,i,i,i,i,i,i,-4,i
C=CCC1(CC=C)CCCN1C(=O)CC1C(=O)NCCN1Cc1cc(OC)cc(OC)c1 (centres undefined),i,i,i,i,i,i,i,i,i,-9,i
Cc1nc2ccc(C(=O)N3c4ccccc4CC3C)cc2s1 (centres undefined),i,i,i,i,i,i,i,i,i,-10,i
CC1Sc2ccc(S(=O)(=O)N3CCC(C(=O)N(C)Cc4ccccc4)CC3)cc2NC1=O (centres undefined),i,i,i,i,i,i,i,i,i,-1,i
CC(=O)c1c(C)[nH]c(C(=O)Nc2cccc(S(=O)(=O)N(C)c3ccccc3)c2)c1C,i,i,i,i,i,i,-11*,i,16*,-17,-8.6*
CC(C)C(=O)NC(Nc1ccc(S(N)(=O)=O)cc1)C(Cl)(Cl)Cl (centres undefined),i,i,i,i,i,i,i,i,i,-10,i
CNC(=O)c1cc(C(=O)c2ccc(F)cc2C(F)(F)F)c[nH]1,i,i,i,i,i,i,i,i,i,0,i
NC(=O)c1nsc(C(=O)N(c2ccc(F)cc2)C(C(=O)NC2CCCC2)c2ccncc2)c1N (centres undefined),i,i,i,i,i,i,i,i,i,-6,i
COc1cccc(-n2nnc(S(=O)(=O)c3ccc(C)cc3)c2N)c1,i,i,i,i,36*,i,i,i,i,-14,i
CSc1ncc(C(=O)Nc2ccccc2Cl)c(C)n1,i,i,i,i,i,i,i,13*,i,-4,i
Cc1ccccc1N=C1SCC(=O)N1Cc1ccccc1,i,i,i,i,i,i,i,i,i,-10,i
C=C(C)C1CC=C(C)/C(=N/NC(=O)c2ccc(NC(=O)c3cccc(C)c3)cc2)C1 (centres undefined),i,i,i,i,i,i,i,i,i,-9,i
O=C(c1ccccc1)N1CCN(C(=O)c2nn3c(C(F)(F)F)cc(-c4ccccc4)nc3c2Br)CC1,i,i,i,i,i,i,i,i,i,-15,i
CCOC(=O)N1CCN(C(=O)c2ccc(CS(=O)(=O)c3c(Cl)cccc3Cl)o2)CC1,i,i,i,i,i,i,i,i,i,1,i
O=C(/C=C/c1cn(CC(O)CN2CCCCC2)c2ccccc12)c1cccs1 (centres undefined),i,i,i,i,i,i,i,i,7*,-31,i
CC(/C=C1\SC(=S)N(NC(=O)c2cccc(O)c2)C1=O)=C\c1ccccc1,i,i,i,i,i,i,i,i,i,-14,i
O=C(Nc1ccc(Cl)cn1)c1cccc(F)c1,i,i,i,i,i,i,i,i,i,-3,i
Cc1ccc(-c2nnnn2CS(=O)(=O)c2ccccc2)cc1,i,i,i,i,i,i,i,i,i,-9,i
COc1ccc(-c2nc(CS(=O)CC(=O)NC3CCC(C)CC3)c(C)o2)cc1OC (centres undefined),i,i,i,i,i,i,i,i,i,-9,i
COc1cccc(CCNC(=O)CCCC(=O)c2ccccc2)c1,i,i,i,i,i,i,i,i,i,1,i
O=C(CCCN1C(=O)S/C(=C\C=C\c2ccccc2)C1=O)Nc1ccc(O)cc1,i,i,i,i,i,i,i,i,i,-5,i
CCc1nnc(NC(=O)Cn2c(=O)oc3ccccc32)s1,i,i,i,i,i,i,i,i,i,0,i
COc1ccccc1CCNC(=O)C(=O)NCC1OCCN1S(=O)(=O)c1ccc(C)cc1 (centres undefined),i,i,i,i,i,i,i,i,i,-11,i

# Continued:
Structure,MrgX1 allo act,ANO1 block,TMEM16A act,RGS4 act,MrgX1 agonist,RGS4 inh,KCNK3 inh,KCNQ1 pot,KCNQ1 inh,hERG protect,KCNK9 block
Cc1ccc(C)c(NC(=O)CN2C(=O)c3ccccc3C2=O)c1,i,i,i,i,i,i,i,i,i,-4,i
S=C(NCc1ccc(Cl)cc1)NC12CC3CC(CC(C3)C1)C2,i,100*,i,i,i,i,i,i,11*,-11,i
Cc1ccc(C)c(NC(=O)COC(=O)CC2c3ccccc3CCN2S(=O)(=O)c2ccc(F)cc2)c1 (centres undefined),i,i,i,i,i,i,i,i,i,-4,i
O=C(NCn1cnccc1=O)c1ccccc1,i,i,i,i,i,i,i,i,i,-3,i
Nc1ccc(-n2nnnc2CN2CCOCC2)cc1,i,i,i,i,i,i,i,i,i,4,i
O=S(=O)(c1ccccc1)N(Cc1ccc(Cl)cc1)c1ccncc1,i,i,i,i,i,i,i,i,i,-8,i
